# Compound activity from PubChem BioAssay.
# FEN1 inhibitor: human FEN1 inhibition; P39748; Recombinant FEN1 flap cleavage, fluorescence, 15 min; Potency, µM (top dose mostly 114 µM), for the others: at the highest dose activity change, negative = inhibition, hits mostly inhibitors; 0.35% of 390,000 active; AID 588795; also: nearly all actives have a fitted effect of over 65% in size
#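 FEN1 at 10 nM, compound pretreatment for 15 min (room temperature), 50 nM final substrate to initiate; endpoint reads at 0 and 15 min; DMSO-only plates used as vehicle background.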
# N370S GC mod: inhibits or activates N370S mutant glucocerebrosidase | P04062 | N370S GC spleen homogenate, 4MU-glucoside fluorescence | Potency, µM (titrated, usually from 59.4 µM), without a hit: top-dose activity change, negative = inhibition, most hits filed as inhibitors | 0.092% of 330,000 active | AID 2101;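 also: 0% = full enzyme activity and -100% = no enzyme basal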
# GCN5L2 inh: blocks human GCN5L2 histone acetyltransferase. GCN5L2 HAT assay, ThioGlo1 CoA-SH fluorescence. Potency, µM (highest dose often 58.9 µM), inactives show top-dose activity change, negative = inhibition, most hits filed as inhibitors. 0.21% of 390,000 active
# Target sequence (Q92830 whole entry, looked up): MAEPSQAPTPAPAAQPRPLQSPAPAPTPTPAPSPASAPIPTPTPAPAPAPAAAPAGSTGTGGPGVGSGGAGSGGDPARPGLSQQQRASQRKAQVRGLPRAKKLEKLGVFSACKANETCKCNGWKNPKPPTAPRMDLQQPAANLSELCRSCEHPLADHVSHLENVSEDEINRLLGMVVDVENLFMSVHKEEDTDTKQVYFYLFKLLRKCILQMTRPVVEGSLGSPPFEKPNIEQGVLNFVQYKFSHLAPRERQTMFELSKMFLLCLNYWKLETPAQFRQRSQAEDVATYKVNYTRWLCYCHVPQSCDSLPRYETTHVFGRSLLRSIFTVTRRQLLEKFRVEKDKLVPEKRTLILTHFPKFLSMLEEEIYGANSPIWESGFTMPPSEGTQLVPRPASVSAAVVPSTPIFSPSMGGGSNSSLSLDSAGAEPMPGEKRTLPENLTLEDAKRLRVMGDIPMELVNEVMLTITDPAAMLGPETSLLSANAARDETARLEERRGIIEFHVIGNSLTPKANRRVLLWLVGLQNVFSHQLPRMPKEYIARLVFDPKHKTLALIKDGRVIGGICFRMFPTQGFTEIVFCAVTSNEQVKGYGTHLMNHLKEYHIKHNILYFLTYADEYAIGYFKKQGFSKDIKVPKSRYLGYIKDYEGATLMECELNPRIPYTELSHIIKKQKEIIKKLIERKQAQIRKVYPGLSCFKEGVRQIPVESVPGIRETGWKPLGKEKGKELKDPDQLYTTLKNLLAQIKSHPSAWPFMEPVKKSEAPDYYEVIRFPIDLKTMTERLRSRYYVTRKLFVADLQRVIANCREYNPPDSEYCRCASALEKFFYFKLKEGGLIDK
#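 Enzyme at 20nM final was mixed with library compounds for 15 min at room temperature. Peptide H3(1-25) at 75uM, acetyl-CoA at 70uM and ThioGlo1 at 50uM were then added. Plates were read immediately and after 20 min (Ex340nm/Em540nm).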
# Active calls of the source: *; ? = inconclusive; · = no result given; & = joins results of further samples; [ ] = remark or other dose. Calls follow the shape of the dose curve; as a rule, active = well fitted curve in the direction sought with a large enough effect; inconclusive = small, poorly fitted or top-dose-only effect, or another doubt; inactive = no such curve, though single readings can be large; an effect the other way counts as inactive or inconclusive. Unless noted, % is scaled to controls: 0 for no effect and ±100 for the full control effect; potency is read from the fitted curve at half-maximal effect. This is a subset; the hit share may differ from the screen's.
# The first seven compounds, to show the layout:
FEN1 inhibitor,N370S GC mod,GCN5L2 inh,Molecule
6%,0%,-5%,CCCn1c(SCC(=O)NC2CCCCC2)nnc1-c1ccncc1
-4%,1%,-13%,CCOc1cc(NC(=O)C(C)C)c(OCC)cc1NC(=O)Nc1ccccc1
-9%,·,0%,CCOc1ccc(C2=NC(c3ccc(OC)cc3)=Nc3ccc(Cl)cc3N2)cc1
14%,·,21%,Cc1cc(S(=O)(=O)NCC(c2ccc(N(C)C)cc2)N2CCOCC2)ccc1F (stereo not given)
·,1%,5%,CCC1OC(=O)C(C)[C@@H](O[C@H]2C[C@@](C)(OC)C(O)C(C)O2)C(C)[C@@H](O[C@@H]2OC(C)CC(N(C)C)C2O)[C@@](C)(O)CC(C)C2NC(COCCOC)O[C@H](C2C)[C@@]1(C)O (stereo not given in full)
15%,4%,-5%,COc1ccc(C(NC(=O)c2ccco2)c2ccc(OC)c(OC)c2)cc1OC
2%,·,-11%,O=C(CSc1nc2c([nH]c3ccccc32)c(=O)n1-c1ccccc1)Nc1ccc2c(c1)OCCO2

# The whole of this part, repeating the preview:
FEN1 inhibitor,N370S GC mod,GCN5L2 inh,Molecule
6%,0%,-5%,CCCn1c(SCC(=O)NC2CCCCC2)nnc1-c1ccncc1
-4%,1%,-13%,CCOc1cc(NC(=O)C(C)C)c(OCC)cc1NC(=O)Nc1ccccc1
-9%,·,0%,CCOc1ccc(C2=NC(c3ccc(OC)cc3)=Nc3ccc(Cl)cc3N2)cc1
14%,·,21%,Cc1cc(S(=O)(=O)NCC(c2ccc(N(C)C)cc2)N2CCOCC2)ccc1F (stereo not given)
·,1%,5%,CCC1OC(=O)C(C)[C@@H](O[C@H]2C[C@@](C)(OC)C(O)C(C)O2)C(C)[C@@H](O[C@@H]2OC(C)CC(N(C)C)C2O)[C@@](C)(O)CC(C)C2NC(COCCOC)O[C@H](C2C)[C@@]1(C)O (stereo not given in full)
15%,4%,-5%,COc1ccc(C(NC(=O)c2ccco2)c2ccc(OC)c(OC)c2)cc1OC
2%,·,-11%,O=C(CSc1nc2c([nH]c3ccccc32)c(=O)n1-c1ccccc1)Nc1ccc2c(c1)OCCO2
-9%,·,-5%,O=C(Nc1ccc(Cl)c(S(=O)(=O)N2CCCC2)c1)c1cc(=O)[nH]c2ccccc12
15%,2%,-4%,O=C(Nc1nnc(C2CC2)o1)c1ccc(S(=O)(=O)N2CCCCC2)cc1
0%,·,-1%,CSc1ncccc1C(=O)N1CCN(S(=O)(=O)c2ccc3c(c2)OCCO3)CC1
17%,5%,-18%,COc1ccc(NC(=O)c2sc3nc(N4CCOCC4)c4c(c3c2N)CC(C)(C)OC4)c(OC)c1
-3%,2%,0%,Cc1nn(C)c(Oc2ccc(Cl)cc2)c1C(=O)O
2%,-2%,2%,COc1ccc(NC(=O)CSc2ccc(F)cc2)cc1S(=O)(=O)N1CCCCC1
-14%,5%[2.35 µM],-4%,O=C(CSc1nnnn1Cc1ccccc1)c1ccccc1
16%,·,1%,N#CCC(=O)Nc1ccc(C(=O)NNC(=O)c2ccccc2-n2cccc2)cc1
-17%,?,-3%,N=c1c(C(=O)NCCc2ccccc2)cc2c(=O)n3ccccc3nc2n1CCCN1CCOCC1
-8%,·,-3%,CC1CCN(C(=O)CN2C(=O)NC3(CCCCCC3)C2=O)CC1
-4%,6%,2%,CC(C)(C)c1ccc(OCC(=O)N/N=C/c2cc(Br)ccc2OC(=O)c2ccco2)cc1
4%,-4%,-8%,CCOC(=O)Cc1ncccc1C(=O)Nc1ccc(Oc2ccccc2)cc1
0%,1%,-4%,Cc1oc(-c2ccc(Cl)cc2)nc1CS(=O)CC(=O)NC1CCCCC1 (stereo not given)
·,16%,2%,CCOC(=O)C(C)Sc1nc(-c2ccc(OC)cc2)nc2c1c(=O)n(C)c(=O)n2C (stereo not given)
-1%,·,1%,CCOc1ccccc1CNC(=O)c1cccn1-c1nnc(N2CCCC2)s1
-2%,3%,-5%,O=C(CCCSc1nnc(Nc2ccccc2F)s1)N1CCOCC1
-3%,-4%,0%,O=C(Nc1ccncc1)C1CC(=O)N(c2ccc(F)cc2)C1 (stereo not given)
-3%,-2%,-2%,CCCN(CC(=O)Nc1ccccc1OC)C(=O)C1CCCC1
-15%,-3%,-17%,COc1ccc(OC)c(C(=O)COC(=O)C(CCSC)NC(=O)COc2ccccc2)c1 (stereo not given)
·,-17%&-20%&-18%&-16%,19%&4%&-4%&-4%,Clc1ccc2c(c1)CCc1cccnc1C2=C1CCNCC1
-11%,-7%,-2%,O=C(COC(=O)/C=C/c1ccc(S(=O)(=O)N2CCOCC2)cc1)NCc1ccccc1
2%,-7%,19%,CCOc1cc(/C=N/NC(=O)C(C)Sc2ccccn2)ccc1O (stereo not given)
-3%,-5%,-2%,CCN(CC)S(=O)(=O)c1cc(NC(=O)NCCCl)ccc1C

# Reprinted from the part before: three compounds; new compounds follow.
FEN1 inhibitor,N370S GC mod,GCN5L2 inh,Molecule
-11%,-7%,-2%,O=C(COC(=O)/C=C/c1ccc(S(=O)(=O)N2CCOCC2)cc1)NCc1ccccc1
2%,-7%,19%,CCOc1cc(/C=N/NC(=O)C(C)Sc2ccccn2)ccc1O (stereo not given)
-3%,-5%,-2%,CCN(CC)S(=O)(=O)c1cc(NC(=O)NCCCl)ccc1C
-20%,9%,-13%,COc1ccc(C(=O)CSc2nnc(COc3ccccc3)n2Cc2ccco2)cc1
0%,0%,-6%,CC(C)Cn1c(-c2csc3ccccc23)n[nH]c1=S
3%,·,-8%,COc1ccc(NC(=O)c2ncn(-c3ccccc3)n2)cc1Cl
-6%,·,-20%,COC(=O)c1ccc(NS(=O)(=O)c2ccc3[nH]c4c(c3c2)CCCC4)cc1
4%,?,?,O=C1OCCN1C(=O)[C@H]1[C@H](c2ccc(F)cc2)C(c2ccc(F)cc2)=NN1c1ccc(Br)cc1
?,·,-10%,COC(=O)c1c(-c2ccc(S(C)(=O)=O)cc2)sc2ccc(OC)cc12
1%,2%,-10%,Nc1nnc(SCC(=O)OCC(=O)Nc2ccc(Br)cc2F)s1
16%,4%,-14%,O=C(C1=NN(c2ccccc2)C(=O)CC1)N1CCc2ccccc2C1
·,-6%[89.1 µM],?,CC(C)[C@H]1COC(c2cc(Cl)cc(Cl)c2)=N1
-3%,10%,11%,N#CC1=C(N)Nc2nc3ccccc3n2C1c1ccc(F)cc1 (stereo not given)
0%,-7%,-13%,O=C(O)CNC(=O)c1ccc(Sc2ccccc2)c([N+](=O)[O-])c1
2%,1%,-12%,COc1ccc(/C(C)=N/Nc2ccc(F)cc2F)c(O)c1
13%,·,-2%,COc1cc(C(=O)NCCCN2CCCC2=O)cc(Br)c1OCc1ccccc1
-3%,2%,-11%,O=C(N/N=C\c1cccnc1)c1ccc(Cl)s1
4%,-10%,-4%,CCn1c(CN2CCOCC2)nnc1SCC(=O)Nc1ccccc1Cl
-6%,·,14%,COc1ccc(-c2nnc(Nc3ccc(OCC(N)=O)cc3)c3ccccc23)cc1
-14%,·,-6%,Cc1ccc(C)c(N2CCN(C(=O)c3cc(S(=O)(=O)N4CCC(C)CC4)cn3C)CC2)c1
-1%,·,-3%,COc1ccc2cc3cc(C(=O)Nc4cc(C)c(Cl)cc4OC)oc3nc2c1
1%,0%,-4%,CCN1C(=O)CC(C(=O)Nc2ccc(F)cc2)SC1=Nc1ccc2c(c1)OCO2 (stereo not given)
2%,-12%,-2%,CCOC(=O)C(C(=O)OCC)C(C)C#CCN1CCCCC1 (stereo not given)
-3%,-9%,-4%,CN(C)/C=C1/C=C(c2ccccc2)OC1=O
-2%,-3%,-4%,CCOC(=O)/C(=C\C=C1/Sc2cc(OCC)c(OCC)cc2N1CC)C(C)=O
6%,·,-2%,COC(=O)c1sccc1S(=O)(=O)N1CCN(c2ccccc2)CC1
0%,-12%,-2%,COc1ccc(OC)c(NC(=O)CSc2nncc(=O)n2N)c1
7%,-7%,-2%,Cc1ccccc1-n1ncc2c1CC(C)(C)CC2NC(=O)CCC(F)(F)F (stereo not given)
-5%,·,-6%,COc1ccc(C(=O)NCCSc2c(C)[nH]c3ccccc23)cc1
2%,-8%,2%,COc1cccc(N2CCN(C(=S)Nc3ccc(F)cc3)CC2)c1
-2%,-1%,-11%,O=C(N/N=C/c1ccco1)c1ccn[nH]1
7%,2%,-4%,COc1cc(/C=N/NC(N)=O)c(Br)cc1OCC(=O)Nc1ccccc1C
-4%,-9%,10%,CC(C)(C)OC(=O)NCCNC(=O)c1cccs1

# Retrieved one by one from the list above (5):
FEN1 inhibitor,N370S GC mod,GCN5L2 inh,Molecule
-3%,-9%,-4%,CN(C)/C=C1/C=C(c2ccccc2)OC1=O
0%,1%,-4%,Cc1oc(-c2ccc(Cl)cc2)nc1CS(=O)CC(=O)NC1CCCCC1 (stereo not given)
-3%,2%,-11%,O=C(N/N=C\c1cccnc1)c1ccc(Cl)s1
2%,-12%,-2%,CCOC(=O)C(C(=O)OCC)C(C)C#CCN1CCCCC1 (stereo not given)
-3%,2%,0%,Cc1nn(C)c(Oc2ccc(Cl)cc2)c1C(=O)O

# (next part)
FEN1 inhibitor,N370S GC mod,GCN5L2 inh,Molecule
7%,-5%,-2%,O=C(CN(CC1CCCO1)C(=O)CNS(=O)(=O)c1ccc(F)cc1)NC1CCCC1 (stereo not given)
-2%,24%,1%,O=c1[nH]c2cc3c(cc2cc1C(c1nnnn1C1CCCCC1)N1CCSCC1)OCCO3 (stereo not given)
9%,15%,-6%,CCC(C)NC(=O)C1(C)CCC(=O)N1Cc1ccccc1OC (stereo not given)
3%,15%,-18%,O=C1Nc2ccc(Cl)cc2C12Nc1ccccc1-c1nnc(SCc3ccccc3F)nc1O2 (stereo not given)
-27%,3%,-1%,COc1ccc(S(=O)(=O)NCc2ccc3c(c2)cc(C)n3C)cc1
-8%,4%,-14%,COCCNCc1ccccc1
6%,1%,-18%,CC1CCCN(CCC(=O)Nc2ccc(F)c(F)c2)C1 (stereo not given)
1%,-4%,-10%,CCCNC(=O)NC(=O)COC(=O)/C=C/c1cc(Br)ccc1F
3%,-4%,?,CC(=O)N(CCC(c1ccccc1)c1ccco1)Cc1cccs1 (stereo not given)
0%,1%,3%,CC(C)(C)OC(=O)N[C@@H](CC(=O)OCc1ccccc1)C(=O)O
3%,?,-18%&-8%,CCCn1c(=O)c2[nH]c(-c3ccc(S(=O)(=O)O)cc3)nc2n(CCC)c1=O
0%,11%,1%,O=C(Nc1ccc(Oc2cccnc2)nc1)c1ccc(C(F)(F)F)cc1
-24%,-2%,-15%,CCOC(=O)Cn1c(=NC(=O)c2sc3ccccc3c2Cl)sc2cc(S(N)(=O)=O)ccc21
-6%,1%,-19%,COc1ccc(CNc2cc(C)ccc2C)c(OC)c1OC
-22%,·,-3%,CNc1snc(C)c1C(=O)OC(C)C(=O)c1ccc(F)cc1 (stereo not given)
-1%,-1%,?,COc1ccc(CCN=C(N)NS(=O)(=O)c2ccc(C)c(C)c2)cc1OC
-10%,·,-5%,CC1CC(C)CN(S(=O)(=O)c2ccc(NC(=O)[C@@H]3CCCN3C(=O)c3cccs3)cc2)C1 (stereo not given in full)
6%,-13%,-14%,COc1ccc(C(=O)NC2CC2)cc1OC1CCN(Cc2ccc(F)cc2F)CC1
4%,-2%[2.35 µM],-1%,CCOC(=O)C(C)n1cnc2sc3c(c2c1=O)CCC3 (stereo not given)
-4%,1%,1%,O=S(=O)(NCc1cccs1)c1ccccc1Cl
15%,-5%,-4%,Cc1cccc(N(CC(=O)NC(C)C)C(=O)CCC(=O)Nc2nccs2)c1
10%,10%,-2%,O=C(Nc1ccccc1)N1CCCC(c2nc(-c3cccs3)no2)C1 (stereo not given)
-6%,?,?,Cc1cc(=O)oc2c3c(cc(OCC(=O)NCCC(=O)N[C@@H](C)C(=O)O)c12)OC(C)(C)CC3
-3%,·,0%,Cc1ccc(O)c(N=Nc2nccs2)c1
-18%,-7%,-13%,COc1cc(NCc2ccccc2O)c2ncccc2c1
-10%,-2%,-6%,CC1=C(C(=O)Nc2ccccc2C(F)(F)F)C(c2sccc2C)NC(=S)N1 (stereo not given)
2%,-10%,-29%,O=C(CSc1nc(Nc2ccccc2)nc(N2CCOCC2)n1)NC1CCCCC1
-9%,-17%,3%,O=C(NCc1ccc2c(c1)OCO2)C(C(=O)c1ccccc1)n1cc(Cl)ccc1=O (stereo not given)
0%,-5%,-19%,C=C(C)CN(CC)C(=O)CCc1nnc(CCCc2ccccc2)o1
-12%&13%,-3%,·,COc1ccc(CNS(=O)(=O)c2ccc(C)cc2)cc1
-3%,-2%,-7%,Cc1ccc(S(=O)(=O)Nc2cc(=O)[nH]c(SCC(=O)Nc3ccccc3Cl)n2)cc1
